RPL19A TOR yeast – alters RPL19A-GFP fluorescence in TOR pathway yeast screen | 330,000 tested, 0.3% active | percent response vs DMSO, % at 10 µM | AID 2025 | S. cerevisiae RPL19A-GFP strain, flow cytometry, 3 h; stronger effect = lower value;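 active means percent response vs DMSO below 50%; inconclusive means fewer than 70 events counted for the yeast strain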;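 further: median channel GFP fluorescence of the barcoded RPL19A-GFP strain; ratio of sample median GFP to plate DMSO average so 100% = DMSO; lower means less RPL19A-GFP as with rapamycin TOR inhibition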
Efflux pump mplx – inhibitors of Candida antifungal efflux pumps expressed in yeast; S. cerevisiae Candida pump triplex, Nile Red efflux; inhibition, % at 10 µM; 330,000 tested, 0.44% active; AID 485275;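 active means plate passing quality check with inhibition over a set limit, or well fluorescence over plate mean plus 4 SD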;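 further: Nile Red retained in pooled yeast measured as flow cytometry median fluorescence; 0% = buffer negative control and 100% = Enniatin B positive control; higher means more Nile Red kept so more efflux inhibition; some compounds called inactive have numbers as strong as hits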
CIT2-GFP yeast – modulators of TOR pathway CIT2-GFP in S. cerevisiae; S. cerevisiae CIT2-GFP strain, flow cytometry, 3 h; 100 means same as DMSO wells; GFP response vs DMSO, % at 10 µM; 320,000 tested, 0.065% active;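 active means GFP response relative to DMSO above a set limit, near the screen mean plus 3 SD, cut at about 150% in these data; inconclusive means Fewer than 70 cells measured for a yeast strain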;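 further: ratio of well median GFP fluorescence to mean of DMSO wells on the plate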
AHR activator – activates the human aryl hydrocarbon receptor; P35869; AHR-responsive luciferase reporter cells, luminescence; activation, % at 5 µM; 320,000 tested, 2.5% active; AID 2796; in the data active means activation above about 47%;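 further: 0% = vehicle wells and 100% = reference agonist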
Target sequence (P35869 whole entry, looked up): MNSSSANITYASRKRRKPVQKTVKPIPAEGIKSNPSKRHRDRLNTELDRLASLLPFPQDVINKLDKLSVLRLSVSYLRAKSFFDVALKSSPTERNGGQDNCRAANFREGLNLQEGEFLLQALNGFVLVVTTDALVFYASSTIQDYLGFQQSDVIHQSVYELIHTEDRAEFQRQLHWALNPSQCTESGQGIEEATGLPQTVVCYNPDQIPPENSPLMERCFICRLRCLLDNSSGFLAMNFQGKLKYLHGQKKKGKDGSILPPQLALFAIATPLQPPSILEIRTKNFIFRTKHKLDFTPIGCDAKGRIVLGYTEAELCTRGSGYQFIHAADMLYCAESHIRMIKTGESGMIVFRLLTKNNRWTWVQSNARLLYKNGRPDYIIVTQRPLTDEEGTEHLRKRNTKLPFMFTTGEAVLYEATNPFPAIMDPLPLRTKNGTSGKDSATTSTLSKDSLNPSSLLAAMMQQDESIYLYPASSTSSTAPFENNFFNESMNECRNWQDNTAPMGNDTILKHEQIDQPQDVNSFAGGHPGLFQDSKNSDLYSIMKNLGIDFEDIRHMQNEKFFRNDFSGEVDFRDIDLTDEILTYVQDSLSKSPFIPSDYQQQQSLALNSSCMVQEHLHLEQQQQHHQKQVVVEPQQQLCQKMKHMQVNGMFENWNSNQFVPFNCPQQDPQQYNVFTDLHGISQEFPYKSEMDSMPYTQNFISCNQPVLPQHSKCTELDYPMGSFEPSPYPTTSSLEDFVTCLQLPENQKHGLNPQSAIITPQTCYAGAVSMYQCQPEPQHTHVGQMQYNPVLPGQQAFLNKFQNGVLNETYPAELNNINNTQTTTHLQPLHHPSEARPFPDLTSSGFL
MEP2 TOR yeast – modulators of TOR pathway MEP2-GFP in S. cerevisiae | S. cerevisiae MEP2-GFP strain, flow cytometry GFP, 3 h; 100% = DMSO control level | GFP response vs DMSO, % at 10 µM | 330,000 tested, 0.51% active | AID 2016;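 active means GFP response versus DMSO above a set limit, roughly screen mean plus 3 SD, cut at about 180% in these data; inconclusive means fewer than 70 cells counted for a yeast strain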;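 further: median GFP fluorescence of the barcode-gated MEP2-GFP cells per well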
CR mimetic SO – lowers age-related superoxide in aged yeast cells; S. cerevisiae aged cells, superoxide DHE fluorescence; stronger effect = lower value; AID 2690; superoxide response (% of plate mean), % at 10 µM; 330,000 tested, 0.18% active;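 active means superoxide response under a set limit, about three screen SD below normal, cut at about 65% in these data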;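 further: yeast aged for seven days with compound at 30 °C before DHE staining; 100% = average MFI of all compound-treated wells on the plate with controls excluded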
AGP1 TOR yeast – yeast TOR pathway AGP1-GFP modulation; S. cerevisiae AGP1-GFP multiplex flow cytometry, 3 h; GFP as percent of DMSO wells; GFP response vs DMSO, % at 10 µM; 320,000 tested, 0.02% active; AID 2066;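 active means GFP response relative to DMSO above a set limit, near screen average plus 3 SD, cut at about 150% in these data; inconclusive means fewer than 70 cells counted for the yeast strain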;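 further: median GFP channel fluorescence of the gated AGP1 strain per well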
LAP4-GFP MLPCN – modulators of TOR pathway LAP4-GFP in S. cerevisiae; 320,000 tested, 0.34% active; AID 2023; S. cerevisiae LAP4-GFP multiplex, flow cytometry GFP, 3 h; median GFP as percent of DMSO wells; GFP response vs DMSO, % at 10 µM;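 active means GFP response vs DMSO above a set limit, about the screen mean plus 3 SD, cut at about 150% in these data; inconclusive means under 70 cell events counted for the yeast strain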
Starred values were filed as active, the others as inactive; ? = inconclusive; nt = not tested or not shown; [ ] = remark or other dose.

Molecule	RPL19A TOR yeast	Efflux pump mplx	CIT2-GFP yeast	AHR activator	MEP2 TOR yeast	CR mimetic SO	AGP1 TOR yeast	LAP4-GFP MLPCN
CC(=O)Nc1ccc(NC(=O)CN(c2cc(Cl)ccc2Cl)S(C)(=O)=O)cc1	101	0.3	94	1	100	79	102	97
CCC(=O)Nc1ccc(Cl)c(NC(=S)NC(C)=O)c1	107	-0.2	109	19	108	91	107	98
Cc1cccc(N/N=C(\C#N)S(=O)(=O)C(C)(C)C)c1	97	0.0	92	1	96	90	105	104
Cc1ncoc1C(=O)N1CCCC(C(=O)c2cccc(OC(C)C)c2)C1 (stereo not drawn)	100	0.0	95	2	99	90	108	102
Cc1ccc(Nc2nnc(SCC(=O)c3ccc(O)cc3O)s2)cc1	103	-0.3	101	6	106	108	98	96
COc1ccc2c(c1)c(C(=O)CN1CCOCC1)c(C)n2C	97	0.0	101	6	100	122	108	103
O=C(C1=C(O)C(=O)N(CC2CCCO2)C1c1ccccc1)c1ccco1 (stereo not drawn)	101	-0.1	108	-1	109	99	101	106
Cc1ccc(S(=O)(=O)c2nc(S(C)(=O)=O)sc2NCc2ccc3c(c2)OCO3)cc1	107	0.0	113	9	114	93	105	106
COc1cc(/C=N/NC(=O)C2COc3ccccc3O2)cc(OC)c1OC (stereo not drawn)	102	-0.1	106	8	101	94	107	103
C/C(=N\O)c1noc(C)c1C(=O)Nc1nccs1	98	0.0	82	50*	104	104	91	111
COc1cc(-c2nc(CCNC(=O)c3ccco3)cs2)cc(OC)c1OC	94	0.0	98	22	93	94	97	92
Cc1cccc(NC(=O)c2sc(-c3ccccc3)nc2-c2ccc([N+](=O)[O-])cc2)c1	106	-0.1	105	4	101	92	99	96
COc1cc2c(cc1OC)-c1cc3ccc(OC)c(OC)c3c[n+]1CC2	97	0.0	87	7	97	124	90	88
Cc1ccc(CCNC(=O)c2nc(CS(=O)(=O)c3ccc(Cl)cc3)no2)cc1	106	-0.1	108	2	105	98	107	108
CCc1cccc(NC(=O)C2CCCC2)c1	102	0.0	100	6	104	106	103	99
CN(C)S(=O)(=O)c1ccc(C(=O)OCC2CCCO2)cc1 (stereo not drawn)	102	0.1	93	nt	96	100	91	84

In a second layout: results already given.
canonical_smiles: COc1cc(-c2nc(CCNC(=O)c3ccco3)cs2)cc(OC)c1OC
  RPL19A TOR yeast = 94
  Efflux pump mplx = 0.0
  CIT2-GFP yeast = 98
  AHR activator = 22
  MEP2 TOR yeast = 93
  CR mimetic SO = 94
  AGP1 TOR yeast = 97
  LAP4-GFP MLPCN = 92
canonical_smiles: C/C(=N\O)c1noc(C)c1C(=O)Nc1nccs1
  RPL19A TOR yeast = 98
  Efflux pump mplx = 0.0
  CIT2-GFP yeast = 82
  AHR activator = 50*
  MEP2 TOR yeast = 104
  CR mimetic SO = 104
  AGP1 TOR yeast = 91
  LAP4-GFP MLPCN = 111
canonical_smiles: Cc1cccc(NC(=O)c2sc(-c3ccccc3)nc2-c2ccc([N+](=O)[O-])cc2)c1
  RPL19A TOR yeast = 106
  Efflux pump mplx = -0.1
  CIT2-GFP yeast = 105
  AHR activator = 4
  MEP2 TOR yeast = 101
  CR mimetic SO = 92
  AGP1 TOR yeast = 99
  LAP4-GFP MLPCN = 96
canonical_smiles: Cc1ccc(CCNC(=O)c2nc(CS(=O)(=O)c3ccc(Cl)cc3)no2)cc1
  RPL19A TOR yeast = 106
  Efflux pump mplx = -0.1
  CIT2-GFP yeast = 108
  AHR activator = 2
  MEP2 TOR yeast = 105
  CR mimetic SO = 98
  AGP1 TOR yeast = 107
  LAP4-GFP MLPCN = 108

Next section:
Molecule	RPL19A TOR yeast	Efflux pump mplx	CIT2-GFP yeast	AHR activator	MEP2 TOR yeast	CR mimetic SO	AGP1 TOR yeast	LAP4-GFP MLPCN
COc1ccc(NC(=O)NNC(=O)C(C)Oc2ccc3ccccc3c2)cc1OC (stereo not drawn)	107	0.0	98	4	99	116	95	83
O=C(Oc1coc(CSc2ncccn2)cc1=O)c1ccccc1[N+](=O)[O-]	97	-0.1	98	1	99	105	88	99
Cc1cccc(C(=O)NC2CCN(C(=O)NCc3ccccc3)CC2)c1	101	-0.6	106	-2	100	99	102	96
COC(=O)/C(=C\Nc1ccc(Cl)c2ccccc12)c1ncc(C(F)(F)F)cc1Cl	99	0.1	97	3	96	109	103	92
CC1CCN(Cc2cnc(Cl)s2)CC1	94	0.0	92	6	94	116	92	91
CC(C)c1ccc(OCC(=O)Nc2cccc3c2CCCC3)cc1	97	-0.1	88	-1	95	109	98	102
CS(=O)(=O)N(CC(=O)N/N=C/c1cc([N+](=O)[O-])ccc1Cl)c1ccccc1	97	-0.1	102	5	100	100	107	94
Cc1ccccc1C1C(C#N)=C2N=C(N)c3c(sc4c3CCCCC4)N2C2=C1C(=O)CC(C)(C)C2 (stereo not drawn)	101	0.0	106	2	97	96	97	102
CCNCCNC(=O)c1c(O)c2cccc3c2n(c1=O)CCC3	94	0.1	118	60*	104	102	105	93
CCOC(=O)c1ccc(N/C=C2/CCCC(C)C2=O)cc1 (stereo not drawn)	96	0.1	99	2	101	90	99	105
CCCNC(=O)c1ccc(N2CCC3(CC2)CC(c2ccccc2)=NO3)c(NC(=O)c2ccco2)c1	95	0.0	102	-4	105	106	104	110
Cc1ccnc(SCCn2c(Br)nc3c2c(=O)[nH]c(=O)n3C)n1	93	-0.1	101	5	99	96	101	96
COc1ccc(O)c(C(=O)c2cnc3c(c2)c(-c2ccc(F)cc2)c(C#N)c(=O)n3C)c1	99	-0.1	106	0	109	94	99	101
COc1ccc(NC(=S)NC(=O)c2ccccc2Cl)cc1	79[may fluoresce violet]	0.1	?	-8	177*[may fluoresce violet]	97	18[may fluoresce violet]	93[may fluoresce violet]
COc1cccc(C(=O)Nc2ccc(S(=O)(=O)N3CCCCC3)cc2)c1OC	102	-0.7	110	5	96	87	98	103
CCCOc1ccc(C(=O)Nc2ccc(S(=O)(=O)N3CCN(C)CC3)cc2)cc1	107	-0.1	107	0	108	103	104	93
Cc1cc(C)c(S(=O)(=O)N2CCOC2CNC(=O)C(=O)NCCN(C)C)c(C)c1 (stereo not drawn)	103	0.0	105	-2	105	102	96	88
CCc1noc(C)c1C(=O)Nc1cc(S(=O)(=O)N2CCOCC2)ccc1N1CCN(CC)CC1	97	-0.1	104	-1	99	89	104	103
O=c1c(-c2ccccc2)c(O)cc(-c2ccncc2)n1-c1ccc(Cl)cc1	97	0.0	99	0	112	103	99	102
C(=N\Nc1ncnc2sc3c(c12)CCC3)/c1cccs1	101	-0.1	101	56*	104	119	119	100
CCc1nnc(NC(=O)c2cccc(S(=O)(=O)N3CC(c4ccccc4)CC3=O)c2)s1 (stereo not drawn)	95	0.1	86	0	110	93	97	98
CCOc1ccccc1NC(=O)c1ccc(NC(=O)c2ccco2)cc1	90	0.0	97	24	103	99	89	96
COc1cc(C2NC(=O)NC(C)=C2C(=O)NCc2ccccc2)c(Cl)cc1O (stereo not drawn)	96	-0.5	103	0	98	128	93	87
FC(F)(F)c1nc(NCC2CCCO2)c2nnn(Cc3ccccc3Cl)c2n1 (stereo not drawn)	101	0.0	97	4	107	100	99	92
COc1cccc(OC)c1C(=O)N1CCN(Cc2cccnc2)CC1	106	0.1	106	4	111	108	101	101
O=C(CCc1ccc(S(=O)(=O)N2CCOCC2)cc1)Oc1ccccc1	105	0.2	98	2	107	73	105	107
CCOC(=O)C1(CCOc2ccccc2)CCN(Cc2ccc(COC)o2)CC1	107	0.1	101	7	104	102	101	96
COc1ccccc1C(=O)Oc1cc(N)n(S(=O)(=O)c2ccccc2)n1	105	0.4	95	10	94	101	88	84
Cc1cc(S(=O)(=O)N2CCCCC2)ccc1OCC(=O)N1CCCC1	108	0.2	102	6	102	86	98	82
O=C(COc1ccccc1Cl)N1CCN(C(=O)c2ccco2)CC1	94	-1.9	89	-1	88	99	89	89
CCC(c1nnnn1C1CCCC1)N(Cc1cccs1)Cc1cc2cc(C)ccc2[nH]c1=O (stereo not drawn)	98	0.2	101	4	104	108	103	97
COc1cccc(CC(=O)OCC(=O)NCC(=O)Nc2cccc(C)c2C)c1	90	0.2	88	2	81	102	98	96
Cc1cccc(OC(=O)C2C(c3ccccc3)C(C(=O)O)C2c2ccccc2)c1 (stereo not drawn)	101	0.2	98	-1	103	115	101	104
COc1ccc(CNC(=O)c2cc3c(=O)n4cccc(C)c4nc3n(CC3CCCO3)c2=N)cc1 (stereo not drawn)	115	-0.2	120	7	108	87	113	112
CN(C(=O)c1ccc(NC(=O)C2CC=CCC2C(=O)O)cc1)c1ccccc1 (stereo not drawn)	101	0.2	105	0	104	98	99	97
Cc1c(OC(C)C(=O)NCc2ccncc2)ccc2c3c(c(=O)oc12)CCCC3 (stereo not drawn)	110	-0.1	121	-5	109	83	113	115
COC(C(=O)NNC(=O)Cc1ccc(Cl)cc1)c1ccccc1 (stereo not drawn)	94	0.0	103	-1	91	100	106	102
CN1C(=O)/C(=C/c2cccc(Cl)c2)Sc2ccc(C(=O)N3CCOCC3)cc21	93	-0.1	94	-5	97	139	90	96
COc1ccc2c(c1)[nH]c1c(=O)n(CCC3=CCCCC3)cnc12	102	-0.1	104	4	103	111	102	95
CCCCCCCC(=O)OC(CN1CCCCCC1)CN1CCCC1=O (stereo not drawn)	94	0.2	85	2	93	82	94	100

One compound at a time (already shown). Values in the order: RPL19A TOR yeast, Efflux pump mplx, CIT2-GFP yeast, AHR activator, MEP2 TOR yeast, CR mimetic SO, AGP1 TOR yeast, LAP4-GFP MLPCN
`COC(C(=O)NNC(=O)Cc1ccc(Cl)cc1)c1ccccc1` (stereo not drawn) across the screens: 94, 0.0, 103, -1, 91, 100, 106, 102
`CCCCCCCC(=O)OC(CN1CCCCCC1)CN1CCCC1=O` (stereo not drawn) across the screens: 94, 0.2, 85, 2, 93, 82, 94, 100

(listing goes on)
Molecule	RPL19A TOR yeast	Efflux pump mplx	CIT2-GFP yeast	AHR activator	MEP2 TOR yeast	CR mimetic SO	AGP1 TOR yeast	LAP4-GFP MLPCN
CCNc1nc(NC(C)CC)nc(ON=C(C)C)n1 (stereo not drawn)	94	0.0	93	7	96	109	93	94
Cc1cc(S(=O)(=O)N(Cc2ccc3c(c2)OCO3)CC2CCCO2)ccc1-n1cnnn1 (stereo not drawn)	97	-0.1	91	0	99	105	99	93
O=C(COc1ccccc1)Nc1nc(-c2cccs2)cs1	90	-0.1	86	4	91	116	85	90
CCOC(=O)c1c(NC(=O)CSc2nnnn2-c2ccc3c(c2)OCCO3)sc(C)c1C	107	0.1	97	1	102	95	104	101
O=C(CNS(=O)(=O)c1cccc(Br)c1)NCC1CCCCC1	93	-0.2	96	-1	90	96	90	102
COc1cccc(CNC(=O)c2ccc(C(=O)NCc3cccc(OC)c3)cc2)c1	100	-0.4	97	-3	99	103	99	94
